High-throughput results from PubChem.
B2AR arrestin: recruits beta-arrestin to the human beta2-adrenergic receptor; beta-arrestin recruitment to beta2AR, cell-based reporter; P07550; Potency, µM (titrated, usually from 46.1 µM), for inactives: at the highest dose activation, usual class: activators; actives 0.02% (n = 330,000);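 also: potency is read from the fitted curve at half-maximal effect; 0% = DMSO controls and full agonism = EC100 isoproterenol or metaproterenol; nearly all actives have a fitted effect of over 65% in size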
Target sequence (P07550 whole entry, looked up): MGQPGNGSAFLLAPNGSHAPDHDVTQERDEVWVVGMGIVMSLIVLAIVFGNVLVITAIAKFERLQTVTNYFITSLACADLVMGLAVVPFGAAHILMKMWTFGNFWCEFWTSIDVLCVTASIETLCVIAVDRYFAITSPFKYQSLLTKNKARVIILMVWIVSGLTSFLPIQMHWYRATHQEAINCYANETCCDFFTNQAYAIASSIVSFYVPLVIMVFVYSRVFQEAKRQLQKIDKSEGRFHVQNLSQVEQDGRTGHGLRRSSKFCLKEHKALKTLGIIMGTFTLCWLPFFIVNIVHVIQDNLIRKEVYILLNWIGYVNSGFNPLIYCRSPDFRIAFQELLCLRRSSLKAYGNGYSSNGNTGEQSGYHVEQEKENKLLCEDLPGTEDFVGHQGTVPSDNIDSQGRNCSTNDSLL
Menin-MLL TR inh: displaces Texas Red mutant MLL peptide from human menin; Potency, µM (top dose mostly 61.6 µM), for the others: at the highest dose FP activity change, negative = inhibition, actives largely listed as inhibitors; AID 1768; O00255; Menin + Texas Red MLL mutant peptide, fluorescence polarization; actives 0.23% (n = 270,000); active = well fitted inhibition curve with a large enough effect in the polarisation, with a control signal flat, not every such curve was filed as active; inconclusive = small, poorly fitted or top-dose-only effect, or effect the other way, or a change in a side signal; inactive = no such curve, though single readings can be large or run the other way; the % refers to the polarisation; also: potency is read from the fitted curve at half-maximal effect; % of control where 0% means no effect; many of its hits are not listed in these tables
Integrin act MD: integrin-mediated muscular dystrophy alleviation activation | Potency, µM (titrated, usually from 38.3 µM), without a hit: at the highest dose activation, most hits filed as activators | actives 0.064% (n = 350,000) | AID 624291 | alpha7betagal myoblasts, beta-gal FDG fluorescence, 48 h;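 also: potency is read from the fitted curve at half-maximal effect; 100% = response of the positive control SU9516; nearly all actives have a fitted effect of over 60% in size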
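alpha7betagal+/- myoblasts (passage 13, 250/well) treated 48 h at 37C with compounds at 1:260 dilution of DMSO stock. Lysed, then beta-galactosidase activity read as FDG fluorescence (ex 480/em 540) after 30 min, with pre-read for autofluorescence.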
Coupling enz: coupling enzyme interference in Giardia aldolase counter-screen; actives 0.67% (n = 290,000); coupling enzyme system counterscreen, AmpLite Red fluorescence; activity change, negative = inhibition, % at 58.2 µM, hits read low; in the data active = activity change below about -30%; also: % is scaled to controls: 0 for no effect and ±100 for the full control effect
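Compounds tested against the coupling enzymes alone at 57.5 uM final; readout was AmpLite Red fluorescence (525/598 nm) after 20 min at RT.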
Giardia killer: Giardia lamblia killing; actives 0.15% (n = 340,000); Giardia lamblia trophozoite viability; activity change, % at 7.66 µM, hits read low; AID 540267; in the data active = activity change below about -80%; inconclusive = between about -30% and that limit;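 also: parasites exposed to compound for two days anaerobically before the ATP read; % is scaled to controls: 0 for no effect and ±100 for the full control effect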
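Media and compound were dispensed first, then trophozoites at 100 cells/well; plates sat 48 hrs at 37 deg C without oxygen before ATP luminescence reagent was added and read after 15-30 min at room temperature.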
PKM2 activator: activators of human pyruvate kinase M2. P14618. Potency, µM (highest dose often 57.5 µM), inactives show at the highest dose activation, usual class: activators. purified PKM2, Kinase-Glo ATP luminescence, activation; response scale: 0% is enzyme alone, no compound. actives 0.34% (n = 260,000). AID 1631; also: potency is read from the fitted curve at half-maximal effect; % is scaled to controls: 0 for no effect and ±100 for the full control effect; nearly all actives have a fitted effect of over 55% in size
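Purified hPK-M2 (>95%) run at intermediate activity with 0.1 mM ADP and 0.5 mM PEP in 50 mM imidazole pH 7.2, KCl, MgCl2; 1 h room temperature. ATP formed read by Kinase-Glo luminescence; normalized to uninhibited and no-enzyme controls.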
PTAP TSG101 blk: blocks PTAP/TSG101 interaction to inhibit HIV-1 budding; Fluorescence polarization, FITC-PTAP peptide / Tsg101 binding; Potency, µM (series often up to 115 µM), inactives show at the top dose activity change, negative = inhibition, hits mostly inhibitors; 340,000 tested, under 10 active; active = well fitted inhibition curve with a large enough effect in the main read-out, with a control signal flat, not every such curve was filed as active; inconclusive = small, poorly fitted or top-dose-only effect, or effect the other way, or a change in a side signal; inactive = no such curve, though single readings can be large or run the other way; also: potency is read from the fitted curve at half-maximal effect; % of control where 0% means no effect
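Steps: Tsg101 binding domain dispensed (10 uM final), compounds pinned in DMSO, FITC-labeled PTAP-motif peptide added (50 nM final); after 20 min binding at room temperature, polarization measured.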
Chronic BCR inh: chronic active BCR signaling inhibition | Potency, µM (top dose mostly 46.1 µM), without a hit: at the highest dose ratio change, negative = lower green/red ratio, actives largely listed as inhibitors | actives 0.05% (n = 340,000) | AID 493014 | ABC-DLBCL IkBa-CBG/CBR reporter, luminescence ratio, 4 h; active = well fitted inhibition curve with a large enough effect in the signal ratio, with a control signal flat, not every such curve was filed as active; inconclusive = small, poorly fitted or top-dose-only effect, or effect the other way, or a change in a side signal; the % refers to the signal ratio;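 also: potency is read from the fitted curve at half-maximal effect; plate controls were basal doxycycline-induced cells for no effect and cells given 10 µM MG132 for full effect; MG132 reads +100%, hits lower the ratio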
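TMD8 human ABC-DLBCL cells with doxycycline-inducible IκBα–green luciferase fusion and unfused red luciferase, in 0.5% FBS medium; compounds up to 46 uM, 4 h at 37C. Green/red luminescence ratio, filter-overlap corrected, fitted to concentration-response curves.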
Tb PFK block: inhibitors of T. brucei phosphofructokinase; O15648; T. brucei PFK, ADP-Glo luminescence; Potency, µM (doses to about 57.5 µM), for the others: top-dose activity, negative = inhibition, most hits filed as inhibitors; actives 0.17% (n = 330,000);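 also: potency is read from the fitted curve at half-maximal effect; 0% = uninhibited 1x PFK enzyme wells and -100% = no-enzyme wells; nearly all actives have a fitted effect of over 60% in size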
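ADP-Glo luminescence quantified ADP after 45 min at room temperature, with 1.25 nM T. brucei PFK, 0.1 mM ATP and 0.5 mM fructose-6-phosphate in pH 8.0 TEA buffer. qHTS titrations up to 57 µM; curves classified by quality.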
GALK inh: galactokinase (human) inhibition; Potency, µM (top dose mostly 57.5 µM), for the others: at the highest dose activity change, negative = inhibition, usual class: inhibitors; P51570; Purified GALK, Kinase-Glo residual ATP luminescence; actives 0.007% (n = 270,000); also: potency is read from the fitted curve at half-maximal effect; % is scaled to controls: 0 for no effect and ±100 for the full control effect
Target sequence (P51570 whole entry, looked up): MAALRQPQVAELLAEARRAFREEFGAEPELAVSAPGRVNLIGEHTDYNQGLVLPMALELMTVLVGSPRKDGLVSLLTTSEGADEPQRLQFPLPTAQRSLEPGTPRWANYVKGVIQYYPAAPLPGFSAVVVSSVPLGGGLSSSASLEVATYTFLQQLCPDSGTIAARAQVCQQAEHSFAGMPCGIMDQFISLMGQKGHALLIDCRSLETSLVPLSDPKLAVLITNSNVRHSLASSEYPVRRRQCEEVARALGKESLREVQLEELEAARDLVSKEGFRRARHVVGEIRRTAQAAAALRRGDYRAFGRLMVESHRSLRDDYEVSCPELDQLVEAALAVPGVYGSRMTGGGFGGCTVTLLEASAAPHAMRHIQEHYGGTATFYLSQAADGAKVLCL
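Galactose (100 uM) and ATP (35 uM) were turned over by 5 nM GALK for 1 h at RT. Kinase-Glo Plus then converted the remaining ATP into a luminescent signal.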
S-ASM inh: inhibitors of human secretory acid sphingomyelinase; placental ASM, HMU-PC fluorogenic substrate, 60 min; Potency, µM (titrated, usually from 57.5 µM), without a hit: top-dose activity change, negative = inhibition, most hits filed as inhibitors; AID 504937; actives 0.006% (n = 340,000); also: potency is read from the fitted curve at half-maximal effect
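Human placenta-derived ASM enzyme was preincubated with compound for 10 minutes at room temperature, then given fluorogenic substrate HMU-PC0 (9 uM final) for 60 minutes at 37 °C; a pH 10 stop preceded fluorescence reading at Ex 386/Em 447 nm.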
The depositor's hits bear a star; [ ] = dose if it differs, or a comment. Unless noted, calls follow the shape of the dose curve; as a rule, active = well fitted curve in the direction sought with a large enough effect; inconclusive = small, poorly fitted or top-dose-only effect, or another doubt; inactive = no such curve, though single readings can be large; an effect the other way counts as inactive or inconclusive.

Screening COc1ccc(C(=O)Nc2nc3ccc(S(C)(=O)=O)cc3s2)cc1OC returned B2AR arrestin -0.6%, Menin-MLL TR inh 9%, Integrin act MD 0%, Coupling enz 1, Giardia killer 7, PKM2 activator 1%, PTAP TSG101 blk -2%, Chronic BCR inh inconclusive, Tb PFK block -1%, GALK inh -2% and S-ASM inh -2%.
`CCN1CCN(CCCNC(=O)c2ccc3c(Cl)c4c(nc3c2)CCCC4)CC1` gave B2AR arrestin 0.4%, Menin-MLL TR inh -21%, Integrin act MD -75%[inhibitor], Coupling enz 1, Giardia killer -8, PTAP TSG101 blk -7%, Chronic BCR inh inconclusive, Tb PFK block 0%, GALK inh 1% and S-ASM inh -2%.
COc1cc(C2CC(=O)N3CN(Cc4ccccc4)CSC3=C2C#N)ccc1OCc1ccccc1 (stereo not drawn) was read as B2AR arrestin -1.2%, Menin-MLL TR inh 7%[11.7 µM], Integrin act MD -3%, Coupling enz -9, Giardia killer -10, PKM2 activator 6%, PTAP TSG101 blk 0%, Chronic BCR inh 0%, Tb PFK block -5%, GALK inh 2% and S-ASM inh 0%.
Screening COc1ccc(C(=O)Nc2cc(C)c3c(=O)oc4ccccc4c3n2)cc1 returned B2AR arrestin -0.2%, Menin-MLL TR inh 8%, Integrin act MD 29%, Coupling enz 0, Giardia killer -7, PKM2 activator 1%, PTAP TSG101 blk -1%, Chronic BCR inh 11%, Tb PFK block 0%, GALK inh -3% and S-ASM inh 7%.
For CNC(=O)CCCN1C(=O)c2ccccc2Sc2ncccc21 the results were B2AR arrestin 0.1%, Menin-MLL TR inh 9%, Integrin act MD -11%, Coupling enz 0, Giardia killer 8, PTAP TSG101 blk -2%, Chronic BCR inh 4%, Tb PFK block 0%, GALK inh -1% and S-ASM inh 0%.
`Cc1nn(CCC(=O)N2CCN(S(=O)(=O)c3ccc(Cl)cc3)CC2)c(C)c1C` gave B2AR arrestin 0.0%, Menin-MLL TR inh inconclusive, Integrin act MD -12%, Coupling enz 1, Giardia killer 6, PKM2 activator 22µM*, PTAP TSG101 blk -4%, Chronic BCR inh -2%, Tb PFK block 4%, GALK inh 12% and S-ASM inh -3%[11.5 µM].
`O=C(CSc1ncnc2nc[nH]c12)Nc1nnc(SCc2ccc(Cl)c(Cl)c2)s1` gave B2AR arrestin -0.5%, Menin-MLL TR inh 12%, Integrin act MD inconclusive, Coupling enz 5, Giardia killer -1, PKM2 activator 0%, PTAP TSG101 blk 0%, Chronic BCR inh inconclusive, Tb PFK block -17%, GALK inh 7% and S-ASM inh -11%.
For CCC(C)n1c(SCC(=O)Nc2ccccc2C(F)(F)F)nc2ccsc2c1=O (stereo not drawn) the results were B2AR arrestin 4.8%, Menin-MLL TR inh 0%, Integrin act MD -22%, Coupling enz 4, Giardia killer -8, PKM2 activator 2%, PTAP TSG101 blk -3%, Chronic BCR inh inconclusive, Tb PFK block 0%, GALK inh -2% and S-ASM inh -2%.
Screening Cn1c(=O)oc2cc(S(=O)(=O)NCCN3CCN(c4ccccc4F)CC3)ccc21 returned B2AR arrestin -0.2%, Menin-MLL TR inh -10%[11.7 µM], Integrin act MD -14%, Coupling enz -2, Giardia killer 7, PKM2 activator -1%, PTAP TSG101 blk -4%, Chronic BCR inh -4%, Tb PFK block -1%, GALK inh 3% and S-ASM inh 3%.
`CCCNC(=O)COC(=O)/C=C/c1ccco1` gave B2AR arrestin 0.4%, Menin-MLL TR inh 18%, Integrin act MD -15%, Coupling enz -13, Giardia killer -12, PKM2 activator 12%, PTAP TSG101 blk -4%, Chronic BCR inh inconclusive, Tb PFK block 5%, GALK inh 0% and S-ASM inh 2%.
CC[C@]12c3[nH]c4ccc(OC)cc4c3CCN1C(=O)C(CC(=O)NCc1cccc(C(F)(F)F)c1)C[C@@H]2C(=O)N1CCN(C(=O)c2ccco2)CC1 (stereo partly drawn) was read as B2AR arrestin -0.9%, Integrin act MD 11%, Giardia killer 2, PTAP TSG101 blk -8%, Chronic BCR inh -10%, Tb PFK block -2% and S-ASM inh -1%.
For COc1ccc(CCN(C)C2CCCN(S(=O)(=O)c3ccccc3)C2)cc1OC (stereo not drawn) the results were B2AR arrestin 0.1%, Menin-MLL TR inh -14%, Integrin act MD 40%, Coupling enz 0, Giardia killer 37[activator], PKM2 activator 1%, PTAP TSG101 blk -10%, Chronic BCR inh -1%, Tb PFK block -10%, GALK inh 0% and S-ASM inh 3%.
Cc1nc(CNS(=O)(=O)c2ccc3c(c2)OCCO3)cs1 was read as B2AR arrestin 0.0%, Menin-MLL TR inh -2%, Integrin act MD 31%, Coupling enz 3, Giardia killer -5, PKM2 activator 5%, PTAP TSG101 blk -2%, Chronic BCR inh -1%, Tb PFK block -11%, GALK inh 1% and S-ASM inh -2%.
Screening C/C(=N\N1CCN(C)CC1)c1ccc(Cl)c(Cl)c1 returned B2AR arrestin -0.7%, Menin-MLL TR inh -5%, Integrin act MD 0%, Coupling enz 2, Giardia killer 3, PKM2 activator -1%, PTAP TSG101 blk -2%, Chronic BCR inh 7%, Tb PFK block -6%, GALK inh 0% and S-ASM inh -4%.
COc1ccccc1OCC(=O)NNC(=O)c1cnccn1 was read as B2AR arrestin 0.3%, Menin-MLL TR inh 11%, Integrin act MD -4%, Coupling enz 2, Giardia killer 14, PKM2 activator -2%, PTAP TSG101 blk -3%, Chronic BCR inh 1%, Tb PFK block 1%, GALK inh 1% and S-ASM inh 1%.
COCCn1c(=NC(=O)c2ccc(S(=O)(=O)N3CCOCC3)cc2)sc2cc(S(N)(=O)=O)ccc21 was read as B2AR arrestin 0.1%, Menin-MLL TR inh inconclusive, Integrin act MD 31%, Coupling enz 3, Giardia killer -14, PKM2 activator -1%, PTAP TSG101 blk -7%, Chronic BCR inh -9%, Tb PFK block 4%, GALK inh -2% and S-ASM inh 10%.
Screening NC(=O)c1ccc(NC(=O)c2cncn2-c2ccccc2)cc1 returned B2AR arrestin -0.6%, Integrin act MD -1%, Coupling enz 2, Giardia killer 8, PTAP TSG101 blk 1%, Chronic BCR inh -8%, Tb PFK block 1%, GALK inh 0% and S-ASM inh 4%.
Cc1onc(-c2ccccc2)c1C(=O)OCc1nnc(-c2ccccc2)o1 was read as B2AR arrestin 0.2%, Integrin act MD 0%, Giardia killer 11, PTAP TSG101 blk 0%, Chronic BCR inh -13%, Tb PFK block -3% and S-ASM inh -1%.
Screening COc1ccc(-c2nc(-c3cccc(C)c3)nc(N3CCN(C)CC3)c2C#N)cc1 returned B2AR arrestin 4.1%, Menin-MLL TR inh -27%, Integrin act MD 6%, Coupling enz 2, Giardia killer 1, PKM2 activator 0%, PTAP TSG101 blk 4%, Chronic BCR inh 1%, Tb PFK block -4% and S-ASM inh -3%.
`CN1CCN(CCCN(Cc2cccs2)C(=S)Nc2ccc(Cl)cc2)CC1` gave B2AR arrestin -0.1%, Menin-MLL TR inh -2%, Integrin act MD -46%[inhibitor], Coupling enz 0, Giardia killer -23, PTAP TSG101 blk -1%, Chronic BCR inh -1%, Tb PFK block -4%, GALK inh 0% and S-ASM inh 0%.
COc1ccc2c(c1)sc(=N)n2C was read as B2AR arrestin 0.4%, Menin-MLL TR inh 6%, Integrin act MD -2%, Coupling enz -2, Giardia killer 4, PKM2 activator 12%, PTAP TSG101 blk -4%, Chronic BCR inh -16%, Tb PFK block 1%, GALK inh -1% and S-ASM inh 27%.
For COc1ccccc1NC(=O)CSc1nc2c(sc3ccccc32)c(=O)n1CCN(C)C the results were B2AR arrestin 0.1%, Menin-MLL TR inh inconclusive, Integrin act MD -7%, Coupling enz -5, Giardia killer 2, PKM2 activator 6%, PTAP TSG101 blk 0%, Chronic BCR inh inconclusive, Tb PFK block -9%, GALK inh 0% and S-ASM inh 78%[activator].

Two entries picked at random from the list so far, as already listed:
For CNC(=O)CCCN1C(=O)c2ccccc2Sc2ncccc21 the results were B2AR arrestin 0.1%, Menin-MLL TR inh 9%, Integrin act MD -11%, Coupling enz 0, Giardia killer 8, PTAP TSG101 blk -2%, Chronic BCR inh 4%, Tb PFK block 0%, GALK inh -1% and S-ASM inh 0%.
Screening COc1ccc(C(=O)Nc2nc3ccc(S(C)(=O)=O)cc3s2)cc1OC returned B2AR arrestin -0.6%, Menin-MLL TR inh 9%, Integrin act MD 0%, Coupling enz 1, Giardia killer 7, PKM2 activator 1%, PTAP TSG101 blk -2%, Chronic BCR inh inconclusive, Tb PFK block -1%, GALK inh -2% and S-ASM inh -2%.

This is a subset, so the mix of outcomes need not match the whole.
